Screening data as filed in PubChem BioAssay.
PP5 primary: PP5 (human) phosphatase inhibition. P53041. purified PP5c, OMFP substrate fluorescence. inhibition, % at 6.7 µM. 320,000 tested, 0.18% active. AID 1987;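 active means inhibition above the campaign's mean inhibition across all tested compounds plus 3 SD, cut at about 9.5% in these data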;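 further: 0% = DMSO only and 100% = 100 µM cantharidin control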
Target sequence (P53041 whole entry, looked up): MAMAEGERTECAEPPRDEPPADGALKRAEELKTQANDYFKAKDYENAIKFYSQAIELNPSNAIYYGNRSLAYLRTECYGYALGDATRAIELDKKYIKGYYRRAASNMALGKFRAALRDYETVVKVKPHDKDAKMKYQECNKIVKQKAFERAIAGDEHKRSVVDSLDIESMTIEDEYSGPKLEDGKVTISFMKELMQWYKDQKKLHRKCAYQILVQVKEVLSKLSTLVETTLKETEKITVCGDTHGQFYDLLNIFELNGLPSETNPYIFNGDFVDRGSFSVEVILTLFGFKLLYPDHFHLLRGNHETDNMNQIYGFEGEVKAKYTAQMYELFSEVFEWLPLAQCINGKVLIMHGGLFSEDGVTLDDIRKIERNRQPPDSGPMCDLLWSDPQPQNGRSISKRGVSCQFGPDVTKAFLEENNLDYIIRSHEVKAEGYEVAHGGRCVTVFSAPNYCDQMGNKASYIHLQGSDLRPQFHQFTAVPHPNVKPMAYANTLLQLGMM
Fh CTSL1 inh: blocks F. hepatica cathepsin L1 in PFM18AAP counter-screen | inhibition, % at 5.96 µM | recombinant F. hepatica cathepsin L1, Z-Leu-Arg-MCA fluorescence | AID 1906 | 300,000 tested, 0.49% active;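 active means inhibition above the mean of all tested compounds plus 3 SD, set per screening campaign, cut at about 17% in these data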;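 further: 0% = plate median of test compound wells and 100% = 1 µM Z-Phe-Ala-diazomethylketone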
Efflux pump inh: antifungal efflux pump inhibition, Nile Red retention; S. cerevisiae Candida pump triplex; inhibition, % at 10 µM; 330,000 tested, 0.44% active; AID 485275;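 active means plate passing quality check with inhibition over a set limit, or well fluorescence over plate mean plus 4 SD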;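 further: Nile Red retained in pooled yeast measured as flow cytometry median fluorescence; 0% = buffer negative control and 100% = Enniatin B positive control; higher means more Nile Red kept so more efflux inhibition; some compounds called inactive have numbers as strong as hits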
TPT1 inh: inhibitors of Candida albicans tRNA 2'-phosphotransferase TPT1. recombinant caTPT1, FP RNA substrate dephosphorylation. AID 1962. 300,000 tested, 0.81% active. inhibition, % at 5 µM;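 active means inhibition above the mean of all tested compounds plus 3 SD, set per screening campaign, cut at about 24% in these data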;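 further: plate controls were DMSO alone for no effect and ferristatin control at 100 nM for full effect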
GASC-1 inh: human JMJD2C demethylase inhibition | inhibition, % at 2.35 µM | 330,000 tested, 0.069% active | GST-JMJD2C(1-420) H3K9me3 demethylation, DELFIA europium | Q9H3R0 | AID 2099;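 active means more than half of a compound's replicate wells show inhibition beyond 50%, single wells judged on their own value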;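 further: signal counts dimethyl H3K9 product captured on neutravidin plate; 0% = median of DMSO wells and 100% = 0.3 times that DMSO median; strong numbers were not always called active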
Target sequence (Q9H3R0 1-420 limits assumed): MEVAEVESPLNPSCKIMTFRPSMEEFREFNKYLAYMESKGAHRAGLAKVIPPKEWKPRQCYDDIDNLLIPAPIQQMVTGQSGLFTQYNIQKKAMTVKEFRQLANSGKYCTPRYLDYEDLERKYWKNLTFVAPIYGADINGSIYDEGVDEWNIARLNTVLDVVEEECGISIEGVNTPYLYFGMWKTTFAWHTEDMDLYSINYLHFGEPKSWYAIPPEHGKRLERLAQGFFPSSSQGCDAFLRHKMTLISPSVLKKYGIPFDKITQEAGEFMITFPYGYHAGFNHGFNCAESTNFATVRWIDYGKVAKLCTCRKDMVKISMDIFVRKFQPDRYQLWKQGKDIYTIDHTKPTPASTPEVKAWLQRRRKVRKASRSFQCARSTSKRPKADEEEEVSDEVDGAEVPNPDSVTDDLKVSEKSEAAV
procasp3 activ: procaspase-3 (human) activation. recombinant procaspase-3 D3A, Ac-DEVD-pNA absorbance 405 nm. activation, % at 8.5 µM. 330,000 tested, 0.11% active;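 active means activation above the mean of all tested compounds plus 3 SD, cut at about 21% in these data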;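 further: 0% = DMSO alone and 100% = DMSO wells spiked with extra 5 µM PC-3 D3A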
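Test system: Procaspase-3 D3A mutant, all three cleavage aspartates alanine | Dosing: Single dose, 8.5 µM nominal compound, 0.8% DMSO | Schedule: 1 h preincubation, 2 h reaction | Technique: 405 nm absorbance of p-nitroaniline, reads at 0 and 120 min | Repeats: One well per compound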
procasp7 counter: activates human procaspase-7, counter-screen for procaspase-3 activators. AID 463210. 330,000 tested, 0.093% active. P55210. activation, % at 8.5 µM. recombinant procaspase-7, Ac-DEVD-pNA absorbance 405 nm; D23A/D198A/D206A triple mutant, cannot self-cleave; scale: DMSO 0, 5 µM enzyme 100;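 active means percent activation above the screen-wide mean plus 3 SD, cut at about 25% in these data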
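buffer or medium = Zinc-free HEPES/NaCl buffer, pH 7.4 | material = Procaspase-7 triple mutant (PC-7 D3A) | input = 2 µM procaspase-7 mutant as dispensed | signal = Epi-absorbance of released pNA at 405 nm, two timepoints | timing = 1 h preincubation, 2 h reaction | replicates = singlicate compound testing | evaluation = % activation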
HCV core dimer: HCV core protein dimerization inhibition | inhibition, % at 5 µM | 300,000 tested, 0.33% active | AID 1899 | TR-FRET GST/Flag-core106 dimerization, 1536-well;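 active means inhibition above the mean of all tested compounds plus 3 SD, set per screening campaign, cut at about 45% in these data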
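Test system: GST/Flag-tagged HCV core106 proteins; Medium: KF-containing HEPES buffer, pH 7.45, DTT, CHAPS, BSA; Times: compound-protein-antibody incubation 4 h at 22.5 °C; Detection: TR-FRET 671 and 617 nm emission; Benchmarks: wells lacking GST-core106 and wells with excess unlabelled core106.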
PP1 counter: counter-screen for PP5 inhibitors: inhibitors of human PP1-alpha. 320,000 tested, 0.9% active. inhibition, % at 6.7 µM. purified PP1alpha, OMFP fluorescence. P62136. AID 2235;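 active means inhibition above the mean inhibition of all tested compounds plus 3 SD, computed separately for each screening campaign, cut at about 15% in these data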
Active calls of the source: *; . = no result given.

Abbreviations – A = PP5 primary; B = Fh CTSL1 inh; C = Efflux pump inh; D = TPT1 inh; E = GASC-1 inh; F = procasp3 activ; G = procasp7 counter; H = HCV core dimer; I = PP1 counter
Structure: O=C(/C=C/c1ccc2c(c1)OCO2)NCCS(=O)(=O)N1CCN(c2ccc(F)cc2)CC1
  A: -1.4 | B: -2 | C: -0.1 | D: -1 | E: 38 | F: -6 | G: 1 | H: -2 | I: -1

Structure: O=C(NN1CCOCC1)c1ccc(Cl)cc1Cl
  A: 0.0 | B: 3 | C: 0.2 | D: -2 | E: 11 | F: 0 | G: 8 | H: -1 | I: -3

Structure: Cc1cc(=O)[nH]c(Nc2ccc(C(=O)OC(C)C)cc2)n1
  A: 0.4 | B: 0 | C: -0.1 | D: 6 | E: 9 | F: -4 | G: 6 | H: 6 | I: 0

Structure: COc1ccc(CN2C(=O)c3cccnc3C2Nc2ccc(OC)c(Cl)c2)cc1 (stereo unspecified)
  A: 5.9 | B: -2 | C: 0.0 | D: 1 | E: 17 | F: -6 | G: -5 | H: 3 | I: 2

Structure: COc1cc(S(=O)(=O)NC2CCCC2)ccc1-n1cnnn1
  A: 1.6 | B: -2 | C: -0.1 | D: -2 | E: -10 | F: -11 | G: 13 | H: 7 | I: -2

Structure: N#CCn1c(CCl)nc2ccccc2c1=O
  A: 0.8 | B: 7 | C: -0.1 | D: -1 | E: 1 | F: 0 | G: 9 | H: -5 | I: -2

Structure: Cc1ccccc1-c1nsc(SCC(=O)NCc2ccc3c(c2)OCO3)n1
  A: 3.6 | B: 0 | C: 0.1 | D: -2 | E: 2 | F: -1 | G: -3 | H: -17 | I: 0

Structure: CC1(C)SC(=S)N(c2ccccc2)C1/[N+]([O-])=C/c1cccc([N+](=O)[O-])c1 (stereo unspecified)
  A: -1.4 | B: 0 | C: -0.1 | D: -4 | E: -6 | F: 6 | G: 8 | H: 0 | I: -1

Structure: CC(=O)Nc1ccc(S(=O)(=O)NCCC(=O)NC(C)c2cccs2)cc1 (stereo unspecified)
  A: . | B: . | C: 0.1 | D: . | E: 5 | F: 4 | G: -8 | H: . | I: .

Structure: O=C(C1=C(O)C(=O)N(CC2CCCO2)C1c1ccccc1Cl)c1ccco1 (stereo unspecified)
  A: -0.8 | B: 1 | C: 0.1 | D: 2 | E: -10 | F: -2 | G: 3 | H: 2 | I: 3

Structure: Cc1ccc(N2CCN(C(=O)c3cc(COc4c(C)cccc4C)on3)CC2)c(C)c1
  A: 2.3 | B: 1 | C: 0.0 | D: 1 | E: -35 | F: -4 | G: -1 | H: 13 | I: 3

Structure: COc1ccc(/C=N/NS(=O)(=O)c2ccc(F)cc2)cc1COc1cc(F)ccc1[N+](=O)[O-]
  A: 8.6 | B: 3 | C: 0.0 | D: -2 | E: -24 | F: -2 | G: -2 | H: 48* | I: -5

Structure: COc1ccc(C2(c3ccc(OC)cc3)NC(=O)N(CC(=O)N(C)C3CCC(C)CC3)C2=O)cc1 (stereo unspecified)
  A: 3.2 | B: . | C: 0.1 | D: . | E: -19 | F: 11 | G: 3 | H: . | I: 2

Structure: CC(=NCCN1CCOCC1)C1=C(O)c2ccccc2C1=O
  A: -0.3 | B: 4 | C: 0.1 | D: -3 | E: -39 | F: -6 | G: 13 | H: 0 | I: 0

Structure: O=C(O)c1cc([N+](=O)[O-])ccc1Nc1ccccc1
  A: 1.1 | B: 2 | C: -0.1 | D: -5 | E: 3 | F: -5 | G: -9 | H: -6 | I: 4

Structure: C/C(=N\NC(=O)c1cccnc1)c1cc(C)oc1C
  A: 1.4 | B: 5 | C: -0.2 | D: -3 | E: 2 | F: -2 | G: -4 | H: -12 | I: -2

Structure: COc1ccc(C(=O)OCC(=O)NC2CC2)cc1S(=O)(=O)Nc1ccc(C)cc1
  A: -1.2 | B: . | C: -0.1 | D: . | E: 4 | F: 9 | G: 3 | H: . | I: -2

Structure: Cc1cccc(CSc2nc3ccccc3c(=O)n2C)c1
  A: 1.7 | B: . | C: -0.1 | D: . | E: 0 | F: -1 | G: -3 | H: . | I: -3

Structure: Cc1cc(C)cc(N2C(=O)CC(Sc3ccccc3C(=O)O)C2=O)c1 (stereo unspecified)
  A: -2.5 | B: 2 | C: -0.1 | D: -5 | E: 12 | F: -20 | G: -27 | H: -5 | I: -2

Structure: CCn1nc(NC(=O)C(C)(C)C)c2cc3cccc(C)c3nc21
  A: 3.4 | B: -1 | C: 0.0 | D: -4 | E: 10 | F: -15 | G: -4 | H: -14 | I: 2

Structure: COc1ccc(CC2(CO)CCN(Cc3cccn3-c3ccccn3)CC2)cc1
  A: -0.3 | B: -3 | C: 0.0 | D: 2 | E: 32 | F: 3 | G: 6 | H: 4 | I: -7

Structure: Cc1cc(NC(=O)COC(=O)c2ccccc2[N+](=O)[O-])no1
  A: -2.6 | B: -11 | C: 0.6 | D: -1 | E: -21 | F: -5 | G: -2 | H: -6 | I: 1

Structure: Cc1ccc(SCc2cn3c(C)cc(C)nc3n2)cc1
  A: -0.1 | B: -3 | C: 0.0 | D: -3 | E: 6 | F: 4 | G: 8 | H: 1 | I: -7

Structure: N#Cc1cccc(NC(=O)COC(=O)CCc2nc3ccccc3c(=O)[nH]2)c1
  A: -0.5 | B: -6 | C: -0.1 | D: 0 | E: 4 | F: 5 | G: -3 | H: -5 | I: -1

Structure: COc1cc(/C=C2\SC(=S)N(Nc3ncc(C(F)(F)F)cc3Cl)C2=O)ccc1O
  A: 7.0 | B: 2 | C: 0.1 | D: 27* | E: -31 | F: -27 | G: -21 | H: -11 | I: 7

HCV core dimer: hit marks shown above.
Structure | PP5 primary | Efflux pump inh | TPT1 inh | GASC-1 inh | procasp3 activ | HCV core dimer
COc1ccc(/C=N/NS(=O)(=O)c2ccc(F)cc2)cc1COc1cc(F)ccc1[N+](=O)[O-] | 8.6 | 0.0 | -2 | -24 | -2 | 48*

Next compounds follow.
Abbreviations – A = PP5 primary; B = Fh CTSL1 inh; C = Efflux pump inh; D = TPT1 inh; E = GASC-1 inh; F = procasp3 activ; G = procasp7 counter; H = HCV core dimer; I = PP1 counter
Structure: CCOC(=O)C1CCCN(CC(O)COc2cccc(C)c2)C1 (stereo unspecified)
  A: 0.1 | B: -2 | C: -0.1 | D: -2 | E: -10 | F: -1 | G: 5 | H: -6 | I: -4

Structure: O=C(NC(=S)NCc1nc2ccccc2[nH]1)c1ccccc1F
  A: -1.1 | B: 8 | C: -0.2 | D: -9 | E: 1 | F: -4 | G: -11 | H: 1 | I: 4

Structure: Cc1c(C(=O)OCC(=O)Nc2ccccc2OC(F)F)cccc1[N+](=O)[O-]
  A: 2.0 | B: -5 | C: -0.1 | D: -3 | E: 18 | F: -2 | G: 7 | H: -2 | I: 23*

Structure: Cc1cc(/C=C2/NC(=O)N(Cc3ccccc3F)C2=O)c(C)n1-c1ccccn1
  A: 0.0 | B: 2 | C: 0.0 | D: 1 | E: 12 | F: -1 | G: 1 | H: 10 | I: 5

Structure: O=C(c1cc(S(=O)(=O)Nc2ccccc2F)c(Cl)cc1Cl)N1CCN(CCO)CC1
  A: 0.8 | B: 3 | C: -0.1 | D: -2 | E: 4 | F: 2 | G: 2 | H: -1 | I: 0

Structure: NC1=NC(=O)S/C1=C\c1ccc(O)cc1
  A: -5.6 | B: 6 | C: -0.1 | D: 3 | E: -16 | F: -22 | G: -19 | H: -24 | I: -13

Structure: CC1CCN(c2ccccc2NC(=O)c2ccc(N3CCOCC3)c([N+](=O)[O-])c2)CC1
  A: -1.3 | B: 0 | C: -0.2 | D: 1 | E: 4 | F: 3 | G: 6 | H: 3 | I: 2

Structure: C=CCNC(=O)C(=O)c1c(-c2ccccc2)[nH]c2ccccc12
  A: -3.1 | B: 4 | C: 0.0 | D: 1 | E: -14 | F: 12 | G: 8 | H: 8 | I: -4

Structure: O=c1[nH]ncc(N2CCN(C(c3ccccc3)c3ccccc3)CC2)c1Cl
  A: -0.5 | B: 7 | C: -1.4 | D: 1 | E: 2 | F: 2 | G: 7 | H: 0 | I: -1

Structure: Cc1ccc(S(=O)(=O)N(CCO)c2cc3c(s2)CCCC3)cc1
  A: 4.5 | B: -3 | C: -0.1 | D: -3 | E: 2 | F: -5 | G: -3 | H: 11 | I: 1

Structure: Cc1nc2ccc(NC(=O)c3ccc(Cl)c([N+](=O)[O-])c3)cc2s1
  A: 2.7 | B: -1 | C: -0.2 | D: -3 | E: -10 | F: -4 | G: -2 | H: -1 | I: 1

Structure: O=C(c1ccco1)N1CCN(c2ccc([N+](=O)[O-])c(N3CCOCC3)c2)CC1
  A: -0.1 | B: 2 | C: 0.0 | D: 2 | E: 2 | F: -6 | G: 6 | H: -3 | I: -1

Structure: CC(Nc1oc(-c2ccco2)nc1C#N)c1ccccc1 (stereo unspecified)
  A: 3.3 | B: 0 | C: 0.1 | D: 4 | E: 1 | F: -1 | G: 4 | H: -1 | I: 1

Structure: Cc1cccc(C(=O)N2CCCC(N3CCN(c4ccccc4)CC3)C2)n1 (stereo unspecified)
  A: 1.6 | B: -4 | C: -0.2 | D: 0 | E: -10 | F: 4 | G: 2 | H: -2 | I: -3

Structure: CC1=Nc2cc(C(=O)NCc3ccco3)ccc2Sc2ccc(C)cc21
  A: 2.8 | B: 1 | C: 0.1 | D: 3 | E: 10 | F: -1 | G: -16 | H: 16 | I: 4

Structure: Cc1ccc2c(c1)N(CC(=O)NCCC1=CCCCC1)C(=O)c1cccnc1O2
  A: 2.4 | B: 1 | C: 0.2 | D: -2 | E: 0 | F: 8 | G: 3 | H: 2 | I: 0

Structure: Cc1cc(NC(=O)COc2ccccc2C#N)no1
  A: 0.1 | B: . | C: -0.1 | D: . | E: -1 | F: 12 | G: -2 | H: . | I: -6

Structure: CCCCCn1c(=O)[nH]c2cc(C(=O)NCc3ccccn3)ccc2c1=O
  A: -0.1 | B: 2 | C: 0.1 | D: 1 | E: -6 | F: -8 | G: 8 | H: -1 | I: -3

Structure: Cn1c(SCc2ccc(Br)cc2)nnc1-c1cccs1
  A: 0.7 | B: -5 | C: 0.0 | D: 1 | E: 1 | F: 4 | G: -5 | H: 1 | I: -1

Structure: CN(/N=C/c1ccco1)C1=NS(=O)(=O)c2ccccc21
  A: 1.4 | B: 4 | C: -0.1 | D: -5 | E: -14 | F: -2 | G: -40 | H: 2 | I: 0

Structure: O=C(/C=C/c1ccccc1)OCc1cncs1
  A: -0.3 | B: 4 | C: 0.1 | D: 0 | E: -7 | F: 6 | G: -3 | H: -3 | I: -1

Structure: CCOC(=O)c1ccc(NC(=O)C2CCCN(S(=O)(=O)c3ccc(F)cc3)C2)cc1 (stereo unspecified)
  A: 4.0 | B: -3 | C: 0.2 | D: 2 | E: -3 | F: 3 | G: 0 | H: 1 | I: 4

This is a random part of the collection; about 2.9% have a hit in one of these screens.
